# Luciferase inh – Firefly luciferase inhibition profiling of diverse chemical library using quantitative high-throughput screening | 2.5% of 76,000 active | Luciferin 4-monooxygenase (Photinus pyralis), P08659 | AID 1347043, 2019 | Potency, µM (series often up to 115 µM), for the others: top-dose activity change, negative = inhibition, actives largely listed as inhibitors | purified P. pyralis luciferase, luminescence, biochemical; also: potency is read from the fitted curve at half-maximal effect; nearly all actives have a fitted effect of over 65% in size
# Target sequence (P08659 whole entry, looked up): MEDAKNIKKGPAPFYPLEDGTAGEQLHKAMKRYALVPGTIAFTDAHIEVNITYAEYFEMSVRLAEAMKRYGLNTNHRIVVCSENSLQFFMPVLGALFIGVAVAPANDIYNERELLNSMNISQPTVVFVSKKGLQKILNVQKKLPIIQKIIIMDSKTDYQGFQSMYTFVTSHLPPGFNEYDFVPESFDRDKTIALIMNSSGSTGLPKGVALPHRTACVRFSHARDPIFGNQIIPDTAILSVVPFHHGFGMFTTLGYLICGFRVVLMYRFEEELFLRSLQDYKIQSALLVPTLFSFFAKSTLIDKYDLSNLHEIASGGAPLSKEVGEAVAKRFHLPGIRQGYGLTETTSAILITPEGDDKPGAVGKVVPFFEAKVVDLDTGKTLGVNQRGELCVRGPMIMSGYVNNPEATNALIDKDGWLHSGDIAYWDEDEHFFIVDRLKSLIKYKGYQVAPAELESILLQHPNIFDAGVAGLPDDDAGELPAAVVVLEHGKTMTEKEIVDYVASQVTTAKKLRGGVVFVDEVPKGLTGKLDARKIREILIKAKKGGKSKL
#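 FLuc 10nM, D-luciferin 10uM, ATP 10uM, Mg acetate 10mM, Tris acetate pH 7.5, Tween/BSA; cpd qHTS; enzyme added last; CCD luminescence.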
# IP6K1 inhibitor – Primary qHTS assay for small molecule inhibitors of Inositol hexaphosphate kinase 1 (IP6K1) | Inositol hexakisphosphate kinase 1 (Homo sapiens), Q92551 | IP6K1 kinase, ADP-Glo luminescence, 2 h; stronger effect = lower value | AID 1645851, 2021 | 0.81% of 140,000 active | activity change, % (series mostly up to about 58 µM); in the data active = activity change below about -25%
# Target sequence (Q92551 whole entry, looked up): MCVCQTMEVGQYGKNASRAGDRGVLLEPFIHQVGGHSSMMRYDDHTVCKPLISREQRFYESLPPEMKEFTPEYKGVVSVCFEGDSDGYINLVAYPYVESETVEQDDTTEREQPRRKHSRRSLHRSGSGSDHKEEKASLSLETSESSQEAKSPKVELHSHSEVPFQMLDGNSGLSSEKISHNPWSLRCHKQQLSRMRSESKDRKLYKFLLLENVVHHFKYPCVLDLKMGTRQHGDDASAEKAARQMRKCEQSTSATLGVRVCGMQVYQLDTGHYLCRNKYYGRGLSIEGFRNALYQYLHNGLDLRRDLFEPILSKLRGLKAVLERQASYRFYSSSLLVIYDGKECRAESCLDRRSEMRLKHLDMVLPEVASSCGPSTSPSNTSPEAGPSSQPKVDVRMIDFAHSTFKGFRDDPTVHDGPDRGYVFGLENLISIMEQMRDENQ
#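 ADP-Glo luminescence measures ADP made by human IP6K1 during a 2 h RT reaction with ATP/IP6 (mix at 1.3 mM/130 uM); top library doses 57.5 and 19.1 uM final.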
# GPT2 inhibitor – Primary qHTS assay for inhibitors of Glutamate pyruvate transaminase 2 (GPT2); Alanine aminotransferase 2 (Homo sapiens), Q8TD30; Recombinant GPT2, coupled pyruvate oxidase/HRP Amplex Red fluorescence; Potency, µM (doses to about 57.7 µM), without a hit: at the highest dose activity change, negative = inhibition, most hits filed as inhibitors; 0.25% of 100,000 active; also: potency is read from the fitted curve at half-maximal effect; nearly all actives have a fitted effect of over 60% in size; many of its hits are not listed in these tables
#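 Fluorescence of coupled pyruvate oxidase/HRP/Amplex Red system (50uM Amplex, 30 min, dark) reports pyruvate formed by GPT2. Enzyme reaction: 10ng/uL GPT2, 2mM L-alanine, 250uM a-KG, 30 min room temperature, pH 7.5; 50uM AOA control.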
# 3T3 cytotox – Cytotoxic Profiling in NIH 3T3 Cell Line of Diverse Libraries Using Quantitative High-Throughput Screening | AID 1345082, 2018 | NIH 3T3 viability, CellTiter-Glo ATP luminescence, 48-72 h | Potency, µM (top dose mostly 96.7 µM), without a hit: top-dose activity change, negative = cytotoxicity, most hits filed as inhibitors | 4.3% of 94,000 active; also: potency is read from the fitted curve at half-maximal effect; nearly all actives have a fitted effect of over 55% in size
#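 First NIH 3T3 cells are plated at 400 cells/well; next compound is pinned in; then plates incubate 48 or 72 hr at 37 °C; finally CellTiter-Glo is added and luminescence read after 10 min.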
# HEK cytotox – Cytotoxic Profiling in HEK 293 Cell Line of Diverse Libraries Using Quantitative High-Throughput Screening; HEK 293 viability, ATP luminescence (CellTiter-Glo), 48-72 h; Potency, µM (highest dose often 115 µM), for inactives: at the top dose activity change, negative = cytotoxicity, most hits filed as inhibitors; 6.6% of 94,000 active; AID 1345083, 2018; also: potency is read from the fitted curve at half-maximal effect; nearly all actives have a fitted effect of over 60% in size
#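 Read-out: CellTiter-Glo ATP luminescence. Cells: HEK 293, 250 cells/well. Exposure: 48 or 72 hr, 37 degree Celsius.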
# SNCA expr inh – Primary qHTS assay for inhibitors of alpha-synuclein gene (SNCA) expression; HEK-293 SNCA-luciferase knock-in, luminescence, 24 h; Potency, µM (doses to about 57.2 µM), without a hit: at the top dose activity change, negative = inhibition, hits mostly inhibitors; 0.17% of 140,000 active; AID 1671194, 2021;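 also: potency is read from the fitted curve at half-maximal effect; plate controls were DMSO cells for no effect and cell-free wells for full effect; nearly all actives have a fitted effect of over 45% in size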
# SNCA viab count – GF-AFC viability counterscreen for inhibitors of alpha-synuclein gene (SNCA) expression; HEK-293-SNCA-luc viability, GF-AFC fluorescence, 24 h; Potency, µM (highest dose often 57.1 µM), for the others: at the top dose activity change, negative = cytotoxicity, usual class: cytotoxic; 0.12% of 150,000 active; AID 1671193, 2021;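 also: potency is read from the fitted curve at half-maximal effect; 0% = DMSO-treated cells and -100% = medium-only wells without cells; nearly all actives have a fitted effect of over 30% in size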
#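 Cytotoxicity counterscreen: after 24 h compound treatment of genome-edited SNCA-luciferase HEK-293 cells, live-cell protease substrate GF-AFC read by fluorescence after 30 min; activity scaled between DMSO (0%) and medium-only (-100%), curves Hill-fitted.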
# * = called active by the depositor; i = inactive; ? = inconclusive; nt = no result given; [ ] = another dose, or the depositor's remark. Unless noted, calls follow the shape of the dose curve; as a rule, active = well fitted curve in the direction sought with a large enough effect; inconclusive = small, poorly fitted or top-dose-only effect, or another doubt; inactive = no such curve, though single readings can be large; an effect the other way counts as inactive or inconclusive. Unless noted, % is scaled to controls: 0 for no effect and ±100 for the full control effect. The list is partial. The share of hits here may be higher or lower than overall.
SMILES,Luciferase inh,IP6K1 inhibitor,GPT2 inhibitor,3T3 cytotox,HEK cytotox,SNCA expr inh,SNCA viab count
Cc1cccc2[nH]c(CN(C)C(=O)c3ccc(CCC(C)(C)O)cc3)nc12,0%,-8,i,?,?,32%[activator],-9%
O=C(NC1CCN(Cc2ccc(-c3ccsc3)cc2)C1)c1ccncc1 (stereo not given),nt,-4,i,?,40µM*,14%,-14%
Cc1ccc(Cn2c(=O)c3ccccc3n3c(-c4cccc(O)c4)nnc23)cc1,nt,-16,nt,nt,nt,-3%,10%
CC(C)CN1C(=O)c2ccccc2C(C(=O)N2CCSCC2)C12CCCC2 (stereo not given),-13%,35,i,?,?,-2%,-19%
COCCC(=O)N1CCC(N2C(=O)C(O)C23CCCCC3)CC1 (stereo not given),1%,0,i,0%,-6%,-4%,-3%
COc1cc(/C=N\NC(=O)c2ccc3c(c2)OCO3)ccc1OCc1ccccc1,nt,18,-6%,nt,nt,nt,-13%
COc1ccccc1OCC(=O)c1ccc2c(c1)N(CCCC(=O)NCC1CC1)C(=O)CO2,-6%,22,i,-28%,?,-10%,-21%
COc1ccc(C(=O)Nc2ccc3n(c2=O)C[C@H]2C[C@@H]3CN(S(=O)(=O)c3ccc(OC)cc3)C2)cc1,8.9µM*,-4,3%,-21%,?,20%,-18%
O=C(O)c1cccc(C2CCCN(C(=O)Cc3cc(F)c(F)c(F)c3)C2)c1 (stereo not given),3%,13,?,?,-17%,9%,14%
CN(Cc1ccc(F)cc1)S(=O)(=O)c1cccc(C(F)(F)F)c1,6%,-13,?,?,?,34%[activator],17%
O=c1n(Cc2ccc(Cl)cc2)nc2n1CCCC2,4%,-4,1%,-19%,-4%,4%,1%
CCC(c1cccs1)N1C(=O)[C@H]2CN(Cc3cccnc3)C[C@H]2C1=O (stereo not given in full),0%,-17,i,?,?,-27%,-7%
Cc1cc(=O)n(CC(=O)Nc2ccc3c(c2)OCO3)c(N2CCc3ccccc3C2)n1,-1%,22,-4%,?,?,-5%,-28%
Cc1ccn2c(c1)nc(=O)c1cc(S(=O)(=O)N3CCCCC3)ccc12,nt,-2,nt,nt,nt,-7%,1%
CCc1cccc(NC(=O)c2oc3ccc4c(c3c2C)C(=O)CC(C)(C)O4)c1,nt,-2,nt,nt,nt,41%,-10%
O=S(=O)(NCC(c1ccco1)S(=O)(=O)c1cccs1)c1ccc(F)c(C(F)(F)F)c1 (stereo not given),nt,-9,nt,nt,nt,?,-28%
COc1ccc(N2CCN(c3nc(C(=O)NCc4ccc(C)c(C)c4)cs3)CC2)cc1,-4%,-4,-5%,?,13µM*,?,?
COc1ccc2c(Sc3ccccc3)c(C(=O)NCc3ccc(OC(C)C)cc3)[nH]c2c1,nt,41,nt,nt,nt,-20%,3%
CN(C)c1ccc(CNC(=O)c2cc3cc(S(=O)(=O)N4CCCCC4)ccc3n2C)cc1,nt,38,nt,nt,nt,-8%,6%
O=C(Nc1ccc(-c2cccc(F)c2)cc1)C1CCCN(C(=O)c2ccncc2)C1 (stereo not given),-8%,-10,i,?,14µM*,1%,-18%
COc1ccc2cc(C3CN(C(=O)c4cccc(CO)c4)CCO3)ccc2c1 (stereo not given),0.56µM*,8,-8%,?,28µM*,?,-9%
Cc1cc2c(cc3c(SCc4ccccc4Cl)nnc(C)n32)o1,nt,14,nt,nt,nt,117%[activator],1%
CCCCC(=O)N1CCC2(CC1)Nc1ccccc1NC2=O,-4%,19,-29%,-14%,-4%,-6%,-1%
C=CCNC(=O)N[C@H]1CCN2C(=O)c3cc(-c4cc(Cl)ccc4OC)ccc3NC(=O)[C@@H]2C1,7%,-15,-11%,?,-21%,-25%,3%
COc1ccc(N2CCN(Cc3nc4c(c(=O)[nH]c(=O)n4C)n3Cc3ccc(Cl)cc3)CC2)cc1,nt,-6,nt,nt,nt,-9%,7%
O=C(C1CC1)N1CCCC(c2nc(CCOCC3CCOCC3)no2)C1 (stereo not given),-2%,-1,-3%,-7%,3%,40%[activator],8%
O=C(c1ccccc1C(F)(F)F)N1CCc2nc3cc[nH]n3c(=O)c2C1,13%,0,i,2%,?,-14%,3%
Cc1nc2c(C(=O)NCc3ccccc3)cnn2c(C)c1Cc1ccc(F)cc1,nt,-2,nt,nt,nt,2%,8%
CC(=O)NCCC(=O)N1CCCC1C(=O)Nc1cccc(-n2cccn2)c1 (stereo not given),2%,-1,i,i,1%,0%,7%
O=C1c2c(nc(CNCc3cccc(Cl)c3)n2Cc2ccccc2)NCCN1CC1CC1,-2%,0,i,?,?,-3%,-2%
CCNC(=O)Nc1ncc(-c2cc(-c3c(C)cc(OC)cc3C)nc(-c3cnccn3)n2)s1,nt,6,-6%,nt,nt,nt,-14%
CNS(=O)(=O)c1ccc(CCC(=O)N2CC[C@H]3CC[C@@H](C2)N3)cc1,-10%,-4,0%,-31%,?,14%,6%
Cc1cnc(C(=O)NC2C[C@H]3CC[C@@H](C2)N3C(=O)c2ccsc2)cn1 (stereo not given in full),-4%,17,i,-18%,-11%,-15%,6%
Cc1cccc(CN2CCc3ncc(C(=O)NCCC(C)C)n3CC2)c1,-11%[172 µM],-10,-13%[88.5 µM],?,40µM*,?,-28%[87.6 µM]
Cc1nn(-c2ccccc2)c2c1C(C)N(C1CCN(C(=O)c3ccccc3F)CC1)C2=O (stereo not given),nt,-8,nt,?,?,nt,nt
CCN(CC)CCCNC(=O)c1oc2c(c1C)-c1nn(Cc3ccc(Cl)cc3)cc1CC2,nt,-3,nt,nt,nt,-7%,-4%

# Single values from above:
# O=C(C1CC1)N1CCCC(c2nc(CCOCC3CCOCC3)no2)C1 (stereo not given) – IP6K1 inhibitor: -1
# Cc1nn(-c2ccccc2)c2c1C(C)N(C1CCN(C(=O)c3ccccc3F)CC1)C2=O (stereo not given) – IP6K1 inhibitor: -8

# (further entries)
SMILES,Luciferase inh,IP6K1 inhibitor,GPT2 inhibitor,3T3 cytotox,HEK cytotox,SNCA expr inh,SNCA viab count
COc1ccc(C(=O)N[C@@H]2CCC[C@@H]2C(=O)NCc2ccc(C)c(C)c2)cc1,4%,16,-10%,-17%,-18%,-19%,-25%
COc1ccccc1-c1[nH]nc2ncc(C(=O)N3CCC(c4ccccc4)CC3)nc12,2%[172 µM],20,-5%[88.5 µM],?,?,31%[activator][87.6 µM],13%[87.6 µM]
CC(C)Cn1c(=O)c(C(=O)N2CCN(C(=O)c3ccc(Cl)cc3)CC2)nc2cccnc21,nt,8,i,-18%,-1%,2%,7%
CN(C)S(=O)(=O)N(CC(=O)NCCSCc1ccccc1)c1ccccc1,nt,7,nt,nt,nt,-6%,-5%
COC(=O)c1cc(Cl)ccc1NC(=O)CSc1ncc(S(=O)(=O)c2ccc(Br)cc2)c(=O)[nH]1,nt,-14,nt,nt,nt,-23%,?
CC(C)NC(=O)Cn1nc2c(cc1=O)CCCCC2,4%,2,3%,i,8%,14%,8%
CCOC(=O)c1c(C)sc(-c2c(-c3cccc(Cl)c3)[nH]c3c2c(=O)n(C)c(=O)n3C)c1O,nt,33,nt,nt,nt,27%,-3%
CCc1nncn1C1CCN(S(=O)(=O)c2ccc(C)cc2C)CC1,-10%,16,i,-23%,-11%,?,-2%
CN(CC1CCOCC1)C(=O)c1ccc(Cl)cc1,2%,9,i,0%,-4%,?,10%
C=CCC1(C(=O)O)CCCN(Cc2cc(Cl)ccc2OCC(=O)O)C1 (stereo not given),-1%,-12,?,-4%,0%,6%,4%
COc1ccccc1-c1cc(C(=O)NCc2cccc(C(F)(F)F)c2)nn2cnnc12,nt,0,-7%,?,40µM*,?,-23%
O=C(Cn1ncc2c3ccccc3n(Cc3ccccc3)c2c1=O)Nc1ccccc1C(F)(F)F,nt,-1,nt,nt,nt,15%,1%
COc1cccc(CCC2CCCN(C(=O)c3ccoc3C)C2)c1 (stereo not given),-16%,2,-4%,?,32µM*,42%[activator],-1%
CCC(O)C(=O)N1CCC(c2[nH]ncc2-c2cccc(OC)c2)CC1 (stereo not given),10%,21,-3%[11.5 µM],-10%,i,10%,11%
O=S(=O)(c1cccnc1)N1CC(F)(F)C[C@H]1c1nc(C2CC2)no1,-6%,3,4%,4%,-6%,-7%,6%
CN1C(=O)N(C)C2(CCN(c3cc(C4CC(O)C4)ncn3)CC2)C1=O (stereo not given),-2%,-1,i,1%,-7%,-5%,7%
CCOC(=O)c1cccc(NS(=O)(=O)c2cc3c(cc2C)NC(=O)CO3)c1,nt,2,nt,nt,nt,-13%,4%
O=C(NCc1ccccc1F)C1CCCCN1Cc1ccc(-c2ccsc2)cc1 (stereo not given),nt,-10,4%,32µM*,?,-16%,20%
COc1cccc(NC(=O)c2oc3ccc(S(=O)(=O)N4CCC5(CC4)OCCO5)cc3c2C)c1,nt,-21,nt,nt,nt,-28%,-4%
CC(C)c1ccc(C2=NC(c3ccncc3)=Nc3ccc(F)cc3N2)cc1,nt,9,nt,nt,nt,62%[activator],4%
COc1ccc(C[C@H](NC(=O)[C@@H]2C[C@@H](NC(=O)CSC)CCN2C(=O)CCC(=O)O)C(N)=O)cc1,1%,-11,i,-2%,-5%,1%,8%
CCCNC(=O)c1ccc2c(c1)ncn2-c1ccc(C)cc1C,nt,-1,nt,nt,nt,29%,?
COc1ccc(CCNC(=O)CN2C(=O)COc3ccc(S(=O)(=O)N4CCCCCC4)cc32)cc1OC,nt,0,nt,nt,nt,-23%,?
COc1cccc(-c2n[nH]c3c2CC(=O)N(Cc2ccccn2)C3)c1,-6%[172 µM],18,-1%[88.5 µM],?,2%[172 µM],4%[87.6 µM],-1%[87.6 µM]
COc1cc(NC(=O)Nc2nnc(N3CCCCCC3)s2)cc(OC)c1,nt,5,nt,nt,nt,3%,-8%
CC(C)NC(=O)N1CCN(c2ccc(Cl)nn2)C(=O)C1,nt,15,i,1%,i,22%,-6%

# Whole records from above. Order of screens: Luciferase inh | IP6K1 inhibitor | GPT2 inhibitor | 3T3 cytotox | HEK cytotox | SNCA expr inh | SNCA viab count
# `CC(=O)NCCC(=O)N1CCCC1C(=O)Nc1cccc(-n2cccn2)c1` (stereo not given) is listed with 2% | -1 | i | i | 1% | 0% | 7%
# `CCOC(=O)c1cccc(NS(=O)(=O)c2cc3c(cc2C)NC(=O)CO3)c1` is listed with nt | 2 | nt | nt | nt | -13% | 4%

# Bioassay records (PubChem BioAssay)
